Source: PubChem
D1 antagonist = antagonists of human D1 dopamine receptor; P21728; HEK293 TREx D1 cells, calcium flux, dopamine EC80; hits give low values; activity change, negative = inhibition, % at 10 µM; 360,000 tested, 3.2% active; in the data active means activity change below about -30%; further: on the % scale 0 is the no-effect control and ±100 the full control effect
Target sequence (P21728 whole entry, looked up): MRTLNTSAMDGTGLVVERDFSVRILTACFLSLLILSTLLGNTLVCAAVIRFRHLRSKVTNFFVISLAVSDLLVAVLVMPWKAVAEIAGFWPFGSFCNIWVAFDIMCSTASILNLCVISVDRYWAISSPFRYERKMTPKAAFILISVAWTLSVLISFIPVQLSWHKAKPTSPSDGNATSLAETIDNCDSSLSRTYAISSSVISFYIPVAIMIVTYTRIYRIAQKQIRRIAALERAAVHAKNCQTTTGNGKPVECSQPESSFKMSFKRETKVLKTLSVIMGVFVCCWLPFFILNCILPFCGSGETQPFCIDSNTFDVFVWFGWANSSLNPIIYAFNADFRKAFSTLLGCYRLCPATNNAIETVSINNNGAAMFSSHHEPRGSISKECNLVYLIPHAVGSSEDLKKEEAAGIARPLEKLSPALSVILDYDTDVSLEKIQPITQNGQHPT
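Cells carrying a force-coupled, tetracycline-inducible human D1 receptor report calcium flux. Each well gets a 10 s baseline, compound with 180 s monitoring, then an EC80 dopamine stimulus with a second 180 s kinetic read.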
D1 agonist = human D1 receptor agonism; P21728; HEK293 T-REx D1 cells, calcium flux, agonist mode; activation, % at 2 µM; 360,000 tested, 1% active; in the data active means activation above about 30%; further: 0% is about no effect
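Agonism was scored from calcium flux recorded over 180 s (1 read/s) after pintool compound addition, following a 10-cycle baseline. Cells were inducible force-coupled HEK293 TREx D1, plated overnight at 30 C and loaded with no-wash calcium dye.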
RXFP1 agonist = agonists of human relaxin receptor RXFP1 | Q9HBX9 | HEK293T-RXFP1 cAMP TR-FRET, 30 min; response scale: percent of porcine relaxin response, buffer zero | Potency, µM (series often up to 57.5 µM), for inactives: at the highest dose activation, actives largely listed as activators | 370,000 tested, 0.3% active; further: potency means the concentration at half of the fitted maximal effect; on the % scale 0 is the no-effect control and ±100 the full control effect; nearly all actives have a fitted effect of over 60% in size; many of its hits are not listed in these tables
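HEK293 cells stably expressing RXFP1, treated 30 min at 37C with compounds plus PDE4 inhibitor Ro 20174; cAMP measured by HTRF TR-FRET. Normalized to buffer and 29 nM porcine relaxin; EC50 by Hill fit.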
Vif-APOBEC3G blk = Vif-A3G binding inhibition; HeLa A3G-eYFP + Vif (tagged APOBEC3G with the HIV-1 protein that degrades it), YFP fluorescence, overnight; Potency, µM (titrated, usually from 46.1 µM), inactives show at the highest dose activity, negative = active, hits mostly inhibitors; 410,000 tested, 0.076% active;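 further: potency means the concentration at half of the fitted maximal effect; on the % scale 0 is the no-effect control and ±100 the full control effect; nearly all actives have a fitted effect of over 60% in size; hits raise eYFP signal because A3G escapes Vif-driven loss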
Target sequence (Q9HC16 whole entry, looked up): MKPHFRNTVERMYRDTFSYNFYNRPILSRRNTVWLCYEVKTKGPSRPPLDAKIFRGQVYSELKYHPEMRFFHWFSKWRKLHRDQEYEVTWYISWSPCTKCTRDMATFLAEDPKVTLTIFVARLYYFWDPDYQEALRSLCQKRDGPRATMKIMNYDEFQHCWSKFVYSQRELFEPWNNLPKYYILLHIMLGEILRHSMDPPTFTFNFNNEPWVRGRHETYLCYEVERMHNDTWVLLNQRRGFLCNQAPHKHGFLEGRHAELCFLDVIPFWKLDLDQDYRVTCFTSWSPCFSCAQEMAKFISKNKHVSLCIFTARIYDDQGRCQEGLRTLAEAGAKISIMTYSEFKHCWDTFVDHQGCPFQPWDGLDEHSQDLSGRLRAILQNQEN
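HeLa cells stably expressing Vif and C-terminally eYFP-tagged A3G, seeded overnight at 37 deg C, then exposed to compound by pintool overnight at 37 deg C. Rise in yellow fluorescence (Ex 488/Em 500-530, Acumen) marks blocked Vif-driven A3G degradation.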
RXFP1 antagonist = blocks the human relaxin receptor RXFP1; activity change, negative = inhibition, % at 57.5 µM; Q9HBX9; 350,000 tested, 0.59% active; HEK293-RXFP1, relaxin-stimulated cAMP HTRF, 30 min; hits give low values;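 active means activity change of -60% or lower, but not beyond a set lower limit; inconclusive means change between -60% and -40%, or beyond the set limit; inactive means change above -40%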; further: on the % scale 0 is the no-effect control and ±100 the full control effect
D1 PAM = potentiators of human D1 dopamine receptor; 360,000 tested, 0.036% active; AID 504651; potentiation, % at 10 µM; P21728; HEK293 TREx D1 cells, calcium flux, dopamine EC20 potentiation; in the data active means potentiation above about 30%; further: 0% is about no effect
D2 potentiator = positively modulates the human D2 dopamine receptor allosterically; P14416; HEK293 T-REx D2, calcium flux, EC20 dopamine potentiation; potentiation, % at 10 µM; 340,000 tested, 0.34% active;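 active means potentiation over 3 SD above the plate norm, cut at about 30% in these data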; further: 0% is about no effect
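Potentiation of an EC20 dopamine calcium response measured kinetically over 180 s, after a preceding 180 s compound-only read flagging agonists. Cells: inducible Hek293 Trex D2 line, 4000/well, cultured overnight at 30 C before dye loading.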
GRP78 ERSR act = ER stress response induction in glioma; 420,000 tested, 0.02% active; Potency, µM, inactives show at the top dose activation, most hits filed as activators; U87-MG GRP78 promoter luciferase reporter, 16 h; further: potency means the concentration at half of the fitted maximal effect; series mostly up to about 76 µM; % of control where 0% means no effect; nearly all actives have a fitted effect of over 35% in size
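Stably transfected U87-MG glioma cells carrying a GRP78-based luciferase sensor; 16 h compound incubation. Luminescence end-point read 10 min after Bright-Glo addition at room temperature.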
Vif-A3F inh = Vif-A3F binding inhibition. HeLa A3F-eYFP + Vif (tagged APOBEC3F with the HIV-1 protein that degrades it), YFP fluorescence increase. Potency, µM (series often up to 46.1 µM), for inactives: at the highest dose activity, negative = active. 390,000 tested, 0.2% active; further: potency means the concentration at half of the fitted maximal effect; % of control where 0% means no effect; nearly all actives have a fitted effect of over 65% in size
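HeLa cells stably expressing Vif plus C-terminally eYFP-tagged A3F were seeded, incubated overnight at 37 deg C, dosed with compound, incubated overnight again at 37 deg C. Yellow fluorescence (Ex 488/Em 500-530) reported blocked Vif-mediated A3F-eYFP degradation.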
* = called active by the depositor; ? = inconclusive; nt = no result given; & = joins results of further samples. Unless noted, the call rests on the fitted dose curve; in most records, active means well fitted curve in the direction sought with a large enough effect; inconclusive means small, poorly fitted or top-dose-only effect, or another doubt; inactive means no such curve, though single readings can be large; an effect the other way counts as inactive or inconclusive. These rows are one share of the data (hit frequency here may not be typical).

Values in the order: D1 antagonist, D1 agonist, RXFP1 agonist, Vif-APOBEC3G blk, RXFP1 antagonist, D1 PAM, D2 potentiator, GRP78 ERSR act, Vif-A3F inh
- COc1ccc(NC(=O)c2ccc(Cl)c(NC(=O)c3ccncc3)c2)cc1
    13.4, 4.3, 0.0%, nt, nt, -5.1, -11.4, nt, nt
- COc1ccc(C2(C)NC(=O)N(CC(=O)NCc3ccccc3F)C2=O)cc1 (stereo not drawn)
    -5.6, -0.5, -4.1%, 0.5%, -18.4, 2.2, nt, -0.8%, 0.1%
- Cc1ccc(-c2nnc(Nc3cccc(Cl)c3)c3ccccc23)cc1S(=O)(=O)NCC1CCCO1 (stereo not drawn)
    -21.4, 5.0, -3.5%, -2.9%, -0.9, -3.0, 6.0, -3.3%, 2.2%
- CCCCCN=C(N)N/N=C/c1c[nH]c2ccc(OC)cc12
    nt, nt, nt, -8.5%, -21.0, nt, nt, -11.5%&-4.4%&-7.8%, 11.1%
- COc1cccc(-c2csc(N3CCN(C(=S)NCC(C)C)CC3)n2)c1
    -3.2, -1.0, -0.7%, -2.7%, -14.6, -6.3, 2.2, -2.9%, 5.5%
- COc1ccc(NC(=O)CN(C)C(=O)c2oc3ccccc3c2C)cc1
    9.7, 4.9, -0.1%, -6.7%, 0.9, -7.7, -3.0, -3.8%, -2.7%
- S=C1NC2(CCCCC2)N=C1c1ccccc1
    -6.4, 0.7, 0.0%, 0.3%, -19.9, -6.5, 2.3, 2.0%, 1.4%
- CCOc1ccc(/C=N/NC(=O)c2csc(C)c2C)c(OCC)c1
    -14.9, 0.9, -0.2%, -0.8%, -18.1, 1.2, -2.6, -2.0%, ?
- COc1cccc(NC(=O)Nn2cnnc2)c1
    -17.2, 0.0, 0.7%, 4.6%, -4.6, -4.4, -2.4, -4.2%, -2.4%
- COCCCNC(=O)c1ccc2c(c1)nc(C)n2-c1cccc(C)c1
    2.6&-0.1, 1.1&1.0, 0.8%&1.0%, -10.6%&-3.3%, 2.3&0.7, -8.6&-2.0, -2.4&7.0, -4.5%&-0.8%, -28.8%&4.3%
- CCCCn1c(N)c(N(Cc2ccccc2OC)C(=O)c2c(CC)noc2C)c(=O)[nH]c1=O
    -44.2*, 1.0, -0.7%, 0.7%, -19.0, 4.6, -9.9, 2.5%, -25.6%
- COc1ccc(-c2cc3nc(-c4ccccc4)cc(N4CCN(C(C)=O)CC4)n3n2)cc1
    nt, nt, nt, -21.6%, -10.4, nt, nt, -5.7%, 11.5%
- Cc1noc(NS(=O)(=O)c2ccc(NC(=O)C34CCC(CC3)C4)cc2)c1C
    -9.5, -0.1, 0.1%, 1.8%, -9.0, -2.9, nt, -0.9%, -2.3%
- CNC(=O)c1cc(C(=O)c2ccc(C(F)(F)F)cc2F)c[nH]1
    -9.1, 8.1, ?, 1.6%, -4.0, -2.6, 6.3, -0.1%, -13.2%
- CSc1cccc(NS(=O)(=O)c2ccc(F)cc2)c1
    -6.4, 2.2, 0.1%, -5.4%, -5.2, -5.7, -4.5, -3.3%, -0.9%
- O=C(Nc1ccccc1C(=O)N/N=C/c1ccco1)c1ccccc1
    -1.6, 0.4, -0.7%, 0.6%, -9.1, -4.1, 2.3, 5.2%, -7.4%
- CCOc1ccc(-c2nc(CSCC(=O)NCCc3ccccc3)c(C)o2)cc1
    6.2, 6.7, 0.1%, 3.8%, -32.9, -5.1, 6.2, -4.3%, -0.6%
- Cc1ccc(-c2cn(-c3ccccc3)c(=S)[nH]2)cc1C
    -1.4, 2.1, -1.4%, -6.0%, -76.6*, -3.4, -2.3, -0.5%, 9.5%
- CCCS(=O)(=O)n1nc(-c2ccc(Br)cc2)cc1N
    14.6, 0.4, 0.2%, -3.0%, nt, -3.0, 4.4, -0.3%, 0.5%
- Fc1cccc(C2NC(=S)NC3=C2N2CCC3CC2)c1 (stereo not drawn)
    -2.3, 1.9, -0.9%, -16.4%, -3.9, 4.5, -4.8, -3.0%, -7.9%

(cont.)
Values in the order: D1 antagonist, D1 agonist, RXFP1 agonist, Vif-APOBEC3G blk, RXFP1 antagonist, D1 PAM, D2 potentiator, GRP78 ERSR act, Vif-A3F inh
- Cc1ccc(CNC(=O)c2ccc(N3CCCC3=O)cc2)cc1
    0.6, 0.3, -2.9%, 1.3%, 4.2, 3.5, -1.4, 1.0%, 1.6%
- CCC(=O)N1CCc2cc(S(=O)(=O)NCCC(=O)N3CCc4ccccc4C3)ccc21
    -30.0, 7.7, 2.4%, 2.4%, 9.2, -5.1, 10.5, 1.6%, 2.4%
- CN(Cc1ccccc1)S(=O)(=O)c1ccc(OCC(=O)NCc2ccncc2)cc1
    -7.4, 4.9, 0.8%, -0.7%, 1.2, -5.0, 1.5, 4.7%, 6.2%
- Cc1ccc(OCCSc2ncnc3sc(C)c(C)c23)cc1C
    -6.5, 4.7, 5.4%, -4.8%, -13.6, 2.6, 9.3, -2.8%, -2.8%
- Cc1ccc(-c2cccc(C3CC=CC4C3C(=O)N(Cc3ccccc3)C4c3cc(C)ccc3F)c2)cc1 (stereo not drawn)
    -66.5*, 1.8, -0.3%, -0.1%&3.9%, nt, -9.5, -1.9, 2.1%&5.2%, 3.0%
- Cc1nnc(NC(=O)c2ccc3c(c2)C(=O)N(CC2CCCO2)C3=O)s1 (stereo not drawn)
    9.9, 2.0, 1.9%, 0.5%, 1.5, -0.5, -5.9, -1.0%, -8.5%
- Cc1cc(C(=O)CN2CCCCC2)c(C)n1-c1ccc(F)cc1
    -4.7, 1.6, -0.5%, -4.3%, 1.8, -8.3, -6.6, -1.9%, 0.0%
- O=c1n(Cc2ccccc2Cl)c2sc3c(c2c2ncnn12)CCCC3
    4.8, 1.3, 6.9%, 5.5%, -0.4, -0.2, 5.2, -4.8%, -17.7%
- Cn1c(SCCOc2ccc(F)cc2)nnc1-c1ccncc1
    -11.5, 2.2, 0.0%, 2.9%, 14.7, -1.3, 2.3, 7.2%, -2.3%
- O=C(NCc1ccccc1Cl)c1cc(-c2ccccc2)n[nH]1
    -5.6, 1.1, -0.5%, -6.7%, -22.4, -2.7, 4.0, 3.3%, 4.1%
- Cn1nnnc1SCCNCc1cccc2ccccc12
    3.4, 5.4, 6.1%, 2.0%, -4.2, -3.0, -6.3, -4.0%, 0.0%
- COc1ccc(C/C(N)=N/OC(=O)Cc2ccc(OC)c(OC)c2)cc1
    -9.0, 8.1, -2.2%, 0.8%, 14.0, -3.5, 15.0, -1.8%, -0.4%
- O=C(O)c1ccc2cccnc2c1O
    8.1, 0.6, 0.0%, -0.2%, -3.1, -4.0, 1.9, 1.1%, 1.0%
- Cc1ccc(-c2csc3nc(C)n(N)c(=O)c23)o1
    -13.4, 1.6, 2.8%, -1.2%, 17.9, -4.5, -3.6, ?, -6.1%
- Cc1nc(SC(C)C(=O)Nc2c(C)n(C)n(-c3ccccc3)c2=O)nc(C)c1C (stereo not drawn)
    -12.5, 0.6, -1.0%, 2.4%, 0.5, -10.8, 10.5, -2.3%, 10.9%
- CC(NC(=O)OC(C)(C)C)C(=O)Oc1ccc2ccc(=O)oc2c1 (stereo not drawn)
    -16.3, 2.6, 8.1%, 1.7%, 0.0, -2.9, 0.7, -3.7%, -6.3%
- COc1ccc(/C(N)=N/OC(=O)c2ccc(OC)c([N+](=O)[O-])c2)cc1OC
    -2.1, 4.6, 0.6%, -1.7%, -23.4, -3.5, 2.1, 0.8%, -1.5%
- CCC(C(=O)OC)(C(=O)OC)c1ccc([N+](=O)[O-])cc1
    -1.5, 6.2, 0.8%, 0.1%, -7.0, 11.6, -4.8, -3.8%, -0.2%
- CCC(=O)c1c[nH]c(C(=O)N2CCOCC2)c1
    -36.9*, 0.5, -0.4%, -1.6%, 7.4, -6.8, -2.7, 10.5%, 0.7%
- Cc1ccc(C(=O)NC2CCCc3ccccc32)cc1[N+](=O)[O-] (stereo not drawn)
    -9.5, 4.5, -0.2%, ?, 7.9, -9.1, -2.1, -5.6%, 5.7%

Next section.
Values in the order: D1 antagonist, D1 agonist, RXFP1 agonist, Vif-APOBEC3G blk, RXFP1 antagonist, D1 PAM, D2 potentiator, GRP78 ERSR act, Vif-A3F inh
- Cc1c(C(=O)O)c(C(=O)O)nc2ccc(N3CCOCC3)cc12
    -0.1, -0.1, -0.9%, nt, nt, 8.9, 1.0, nt, nt
- COC(=O)c1scc(S(=O)(=O)c2ccccc2)c1N
    4.6, 4.7, 0.9%, 1.6%, 9.8, 1.4, -7.9, -1.0%, -14.1%
- NC(=O)CSc1nc2cc(Cl)ccc2c(=O)n1C1CCCCC1
    26.4, -1.1, -1.1%, -0.2%, -5.4, 2.5, 2.5, -1.3%, 16.6%
- CCCC1(C(=O)OCC)NC(c2ccc(O)cc2)C2C(=O)N(c3cccc(C(C)=O)c3)C(=O)C21 (stereo not drawn)
    0.6, 3.6, -0.2%, -9.9%, 14.6, 0.9, nt, 2.5%, 13.3%
- CC(C(=O)N1c2ccc(F)cc2CCC1C)N1C(=O)c2ccccc2C1=O (stereo not drawn)
    -1.9, 6.2, -0.9%, 2.8%, -7.3, 3.5, 1.0, -6.1%, 5.0%
- COc1ccc(N2CCN(C(=O)CN(C)S(=O)(=O)c3cnc[nH]3)CC2)cc1
    -3.6, 3.2, 0.8%, 1.3%, 2.2, -3.5, -14.0, -1.3%, -12.7%
- COc1ccccc1NS(=O)(=O)c1ccc(Br)s1
    -1.5, -0.2, 1.5%, -11.5%, 12.4, -4.2, -7.6, -3.6%, 2.0%
- COc1cc(CN2CCN(C(=O)c3cccc4ccccc34)CC2)cc(OC)c1OC
    2.7, 4.9, 0.3%, 0.3%, 9.4, 0.3, 8.8, -1.9%, -0.4%
- COc1ccccc1NC(=O)Cn1c(=O)n(-c2cccc(Cl)c2)c(=O)c2c1c1cc(C)ccc1n2C
    -4.5, 48.2*, 3.0%, 0.9%, nt, 2.6, -4.9, -2.7%, -9.9%
